# B2AR arrestin = qHTS assay of beta-arrestin-biased ligands of beta2-adrenergic receptor | beta-arrestin recruitment to beta2AR, cell-based reporter | Potency, µM (top dose mostly 46.1 µM), for the others: top-dose activation, most hits filed as activators | 0.02% of 330,000 active | AID 492947, 2010;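 also: potency is read from the fitted curve at half-maximal effect; 0% = DMSO controls and full agonism = EC100 isoproterenol or metaproterenol; nearly all actives have a fitted effect of over 65% in size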
# a7 integrin act = qHTS for Activators of Integrin-Mediated Alleviation for Muscular Dystrophy | 0.064% of 350,000 active | AID 624291, 2012 | Potency, µM (top dose mostly 38.3 µM), without a hit: top-dose activation, most hits filed as activators | alpha7betagal myoblasts, beta-gal FDG fluorescence, 48 h;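 also: potency is read from the fitted curve at half-maximal effect; 100% = response of the positive control SU9516; nearly all actives have a fitted effect of over 60% in size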
#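 Alpha7betagal+/- myoblasts (passage 13) were plated 16-24 hr, then exposed to compounds (1:260 dilution of DMSO stock) for 48 hours at 37C. After MPER lysis, β-galactosidase reporter activity was read as FDG fluorescence (ex 480/em 540) after 30 minutes.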
# S-ASM inh = Inhibitors of Secretory Acid Sphingomyelinase (S-ASM): qHTS | Potency, µM (doses to about 57.5 µM), inactives show top-dose activity change, negative = inhibition, actives largely listed as inhibitors | Sphingomyelin phosphodiesterase (Homo sapiens), P17405 | placental ASM, HMU-PC fluorogenic substrate, 60 min | 0.006% of 340,000 active; also: potency is read from the fitted curve at half-maximal effect
#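 Steps: dispense placental human ASM, pin compound, wait 10 min at room temperature, add HMU-PC0 substrate at 9 uM final, incubate 60 min at 37 °C, add stop solution raising pH to 10, read fluorescence.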
# FBPA coupling cs = qHTS Assay for Inhibitors of Fructose-1,6-bisphosphate Aldolase from Giardia Lamblia: Coupling assay counterscreen | coupling enzyme system counterscreen, AmpLite Red fluorescence | activity change, negative = inhibition, % at 58.2 µM, hits read low | 0.67% of 290,000 active | AID 2472, 2010; in the data active = activity change below about -30%; also: % is scaled to controls: 0 for no effect and ±100 for the full control effect
#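 Counterscreen of the coupled detection system alone, without aldolase: glyceraldehyde-3-phosphate coupling enzymes plus AmpLite Red readout. Compounds at 57.5 uM final, 10 min RT preincubation, 20 min RT reaction, fluorescence 525/598 nm.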
# Menin MLL FP TR = qHTS Assay for Inhibitors Targeting the Menin-MLL Interaction in MLL Related Leukemias: Competition With Texas Red Labeled MLL-derived Mutant Peptide. Potency, µM (top dose mostly 61.6 µM), without a hit: top-dose FP activity change, negative = inhibition, most hits filed as inhibitors. Menin + Texas Red MLL mutant peptide, fluorescence polarization. O00255. 0.23% of 270,000 active; active = well fitted inhibition curve with a large enough effect in the polarisation, with a control signal flat, not every such curve was filed as active; inconclusive = small, poorly fitted or top-dose-only effect, or effect the other way, or a change in a side signal; inactive = no such curve, though single readings can be large or run the other way; the % refers to the polarisation; also: potency is read from the fitted curve at half-maximal effect; % of control where 0% means no effect; many of its hits are not listed in these tables
# Target sequence (O00255 whole entry, looked up): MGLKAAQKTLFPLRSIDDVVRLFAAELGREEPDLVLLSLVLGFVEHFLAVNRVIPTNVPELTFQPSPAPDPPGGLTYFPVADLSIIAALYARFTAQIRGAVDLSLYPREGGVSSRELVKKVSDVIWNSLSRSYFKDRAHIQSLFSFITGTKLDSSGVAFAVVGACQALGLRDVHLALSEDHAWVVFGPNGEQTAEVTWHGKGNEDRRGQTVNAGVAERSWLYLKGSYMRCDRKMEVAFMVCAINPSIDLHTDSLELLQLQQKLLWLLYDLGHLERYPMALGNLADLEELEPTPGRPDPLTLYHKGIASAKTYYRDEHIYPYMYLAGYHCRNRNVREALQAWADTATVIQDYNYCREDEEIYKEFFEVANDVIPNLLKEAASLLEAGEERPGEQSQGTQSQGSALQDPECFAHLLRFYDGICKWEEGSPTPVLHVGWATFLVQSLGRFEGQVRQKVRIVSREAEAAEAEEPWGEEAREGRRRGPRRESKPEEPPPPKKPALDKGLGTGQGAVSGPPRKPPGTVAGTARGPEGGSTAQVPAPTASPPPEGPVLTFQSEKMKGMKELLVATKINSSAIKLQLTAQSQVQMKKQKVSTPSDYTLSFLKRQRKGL
# Giardia killer = Small Molecules that selectively kill Giardia lamblia: qHTS. Giardia lamblia trophozoite viability. activity change, % at 7.66 µM, hits read low. 0.15% of 340,000 active; in the data active = activity change below about -80%; inconclusive = between about -30% and that limit;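 also: parasites exposed to compound for two days anaerobically before the ATP read; % is scaled to controls: 0 for no effect and ±100 for the full control effect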
#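 Viability, read as ATP luminescence: trophozoites at 100 cells/well, compound added, 48 hrs anaerobic at 37 deg C, then 15-30 min room-temperature development before reading.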
# PTAP TSG101 blk = qHTS Assay for Iinhibitors of HIV-1 Budding by Blocking the Interaction of PTAP/TSG101; Tumor susceptibility gene 101 protein (Homo sapiens), Q99816; Fluorescence polarization, FITC-PTAP peptide / Tsg101 binding; Potency, µM (doses to about 115 µM), for inactives: top-dose activity change, negative = inhibition, usual class: inhibitors; 340,000 tested, under 10 active; active = well fitted inhibition curve with a large enough effect in the main read-out, with a control signal flat, not every such curve was filed as active; inconclusive = small, poorly fitted or top-dose-only effect, or effect the other way, or a change in a side signal; inactive = no such curve, though single readings can be large or run the other way; also: potency is read from the fitted curve at half-maximal effect; % of control where 0% means no effect
# Target sequence (Q99816 whole entry, looked up): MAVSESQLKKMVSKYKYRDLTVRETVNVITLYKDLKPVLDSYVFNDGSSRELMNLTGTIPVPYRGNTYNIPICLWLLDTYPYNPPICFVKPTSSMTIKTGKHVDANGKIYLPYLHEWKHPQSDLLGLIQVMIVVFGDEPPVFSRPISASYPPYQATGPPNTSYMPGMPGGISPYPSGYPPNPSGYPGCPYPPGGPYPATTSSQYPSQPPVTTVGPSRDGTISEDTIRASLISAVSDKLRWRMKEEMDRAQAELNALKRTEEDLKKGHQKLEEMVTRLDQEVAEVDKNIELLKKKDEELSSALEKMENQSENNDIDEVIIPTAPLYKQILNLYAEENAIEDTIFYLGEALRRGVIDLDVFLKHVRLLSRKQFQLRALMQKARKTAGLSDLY
#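 Fluorescence polarization binding of Tsg101 binding domain (10 uM final) to FITC-labeled PTAP peptide (50 nM final) in HEPES pH 7.5 buffer with NaCl, Tween 20, EDTA, TCEP. Compounds added before peptide; binding 20 min at RT.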
# BCR signal inh = qHTS Assay to Find Inhibitors of Chronic Active B-Cell Receptor Signaling; ABC-DLBCL IkBa-CBG/CBR reporter, luminescence ratio, 4 h; Potency, µM (doses to about 46.1 µM), without a hit: top-dose ratio change, negative = lower green/red ratio, hits mostly inhibitors; 0.05% of 340,000 active; AID 493014, 2011; active = well fitted inhibition curve with a large enough effect in the signal ratio, with a control signal flat, not every such curve was filed as active; inconclusive = small, poorly fitted or top-dose-only effect, or effect the other way, or a change in a side signal; the % refers to the signal ratio;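 also: potency is read from the fitted curve at half-maximal effect; plate controls were basal doxycycline-induced cells for no effect and cells given 10 µM MG132 for full effect; MG132 reads +100%, hits lower the ratio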
#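 Doxycycline induced both beetle luciferases in TMD8 lymphoma cells; IKK-driven degradation limits the IkappaBalpha-fused green signal, while red luminescence normalises for cell number and nonspecific effects. Compounds tested up to 46 uM, 4 hrs.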
# PKM2 act = qHTS Assay for Activators of Human Muscle isoform 2 Pyruvate Kinase. Pyruvate kinase PKM (Homo sapiens), P14618. purified PKM2, Kinase-Glo ATP luminescence, activation; response scale: 0% is enzyme alone, no compound. Potency, µM (titrated, usually from 57.5 µM), for inactives: at the highest dose activation, hits mostly activators. 0.34% of 260,000 active; also: potency is read from the fitted curve at half-maximal effect; % is scaled to controls: 0 for no effect and ±100 for the full control effect; nearly all actives have a fitted effect of over 55% in size
#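 hPK-M2, >95% pure; 0.1 mM ADP / 0.5 mM PEP final; imidazole pH7.2 buffer w/ 7 mM MgCl2, 50 mM KCl; 1 h RT; Kinase-Glo lum. Intermediate enzyme activity for dual inhibitor/activator qHTS.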
# GALK inhibitor = qHTS Assay for Inhibitors of Human Galactokinase (GALK). P51570. Purified GALK, Kinase-Glo residual ATP luminescence. Potency, µM (series often up to 57.5 µM), for the others: at the top dose activity change, negative = inhibition, actives largely listed as inhibitors. 0.007% of 270,000 active. AID 1868, 2009; also: potency is read from the fitted curve at half-maximal effect; % is scaled to controls: 0 for no effect and ±100 for the full control effect
#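 GALK at 5 nM final was combined with compound, 35 uM ATP and 100 uM galactose in HEPES pH8.0 with MgCl2 and DTT. The reaction ran one hour at room temperature before luminescent ATP detection.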
# Tb PFK inh = qHTS Assay to Find Inhibitors of T. brucei phosphofructokinase; ATP-dependent 6-phosphofructokinase (Trypanosoma brucei brucei), O15648; T. brucei PFK, ADP-Glo luminescence; Potency, µM (series often up to 57.5 µM), for the others: at the top dose activity, negative = inhibition, actives largely listed as inhibitors; 0.17% of 330,000 active; AID 485367, 2010;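 also: potency is read from the fitted curve at half-maximal effect; 0% = uninhibited 1x PFK enzyme wells and -100% = no-enzyme wells; nearly all actives have a fitted effect of over 60% in size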
#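 ADP-Glo luminescence quantified ADP after 45 min at room temperature, with 1.25 nM T. brucei PFK, 0.1 mM ATP and 0.5 mM fructose-6-phosphate in pH 8.0 TEA buffer. qHTS titrations up to 57 µM; curves classified by quality.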
# An asterisk follows results filed as active; ? = inconclusive; · = not tested or not shown; & = joins results of further samples; [ ] = another dose, or the depositor's remark. Unless noted, calls follow the shape of the dose curve; as a rule, active = well fitted curve in the direction sought with a large enough effect; inconclusive = small, poorly fitted or top-dose-only effect, or another doubt; inactive = no such curve, though single readings can be large; an effect the other way counts as inactive or inconclusive. Not all compounds are listed, so the mix of outcomes need not match the whole.
SMILES,B2AR arrestin,a7 integrin act,S-ASM inh,FBPA coupling cs,Menin MLL FP TR,Giardia killer,PTAP TSG101 blk,BCR signal inh,PKM2 act,GALK inhibitor,Tb PFK inh
CC(C)C(=O)N(Cc1ccccc1)c1ccccn1,-0.8%,6%,-1%,8,0%,0,-8%,3%,-6%,2%,-4%
CCOC(=O)Nc1c2ccccc2nc2ccccc12,-0.7%,-52%[inhibitor],·,1,-25%,1,-9%,20%,13%,-3%,-3%
CC(C)CCNC(=O)c1ccc(-n2cnc3cccnc32)cc1,-1.1%,17%,13%,2,-24%,12,-5%,3%,·,-4%,4%
Cc1cc(OC(=O)c2cc(Cl)nc3ccccc23)ccc1Cl,-0.2%,0%,-18%,3,6%,5,-4%,?,6%,-4%,3%
O=C1CC(c2ccccc2)CN1C(=O)c1ccccc1 (stereo not given),0.3%,10%,4%,0,-9%,-4,-4%,5%,7%,3%,2%
C=CCN(c1cccc(C(F)(F)F)c1)S(=O)(=O)c1cccc(C(=O)OCC(=O)Nc2ccccc2)c1,3.6%,-5%,-5%,-6,18%,-29,0%,9%,-7%,1%,0%
CCCCC1CC1C(=O)Nc1ccc(OC)c(OC)c1 (stereo not given),-0.3%,18%,4%,-22,-5%,-11,-3%,1%,8%,0%,1%
CNC(=O)COC(=O)/C=C/c1ccc(F)cc1,0.4%,7%,-1%,-2,-11%,12,1%,3%,1%,10%,2%
S=C1SCN(Cc2ccccn2)CN1Cc1ccco1,0.2%,-51%[inhibitor],4%,-13,-20%,0,·,?,1%,-4%,?
O=C(Cc1ccccc1)Nc1ccc(NC(=O)c2cccnc2)cc1,0.0%,15%,-1%,2,0%,6,1%,-1%,-6%[11.5 µM],5%,-13%
Cc1cc(C)cc(C(=O)O/N=C(\N)c2ccc(Br)cc2)c1,-0.3%,-1%,-1%,4,-21%,-11,-1%,-20%,-2%,2%,-3%
CCN(Cc1cc(=O)n2ccsc2n1)Cc1nc2ccccc2c(=O)[nH]1,0.0%,17%,2%,-1,-1%,3,-4%,?,-1%,0%,3%
CC(C)CC(c1nnnn1Cc1ccc(F)cc1)N1CCC(C(N)=O)CC1 (stereo not given),-0.1%,5%,-3%,1,-21%,?,1%,0%,0%,3%,-1%
C=CCCN([C@@H](C)C(=O)OC)S(=O)(=O)c1ccccc1Br,-0.4%,22%,-7%,1,·,8,-6%,?,-1%,1%,-3%
O=C(COc1ccccc1[N+](=O)[O-])Nc1ccc(Br)cc1,-0.9%,?,-2%,1,·,?,0%,?,-1%,0%,1%
CCOC(=O)Cn1c(C)cc(=O)c2ccccc21,-0.2%,17%,0%,3,-2%,4,-5%,-1%,-7%,-1%,1%
Cc1cccc(N(CC(=O)NC(C)(C)C)C(=O)CNC(=O)c2cccs2)c1C,-0.2%,-33%,-2%,2,·,8,-4%,4%,-1%,-3%,2%
O=C(Nc1ccc(C(F)(F)F)cc1)c1ccc2ncsc2c1,-0.2%,?,1%,4,?,-12,-5%,-18%,·,0%,6%
O=C(Cn1c(=O)n(CC2CCCO2)c(=O)c2ccccc21)N1CCN(c2ccccc2)CC1 (stereo not given),-0.3%,-39%,0%,0,4%,16,3%,?,5%,-5%,21%
COc1ccc(C(=O)/C=C/Nc2ccc(C)cn2)cc1OC,-0.5%,-25%,252%[activator],3,0%,-10,-1%,?,-6%,1%,7%
Nc1cccc(C(=O)OCC(=O)NC2CCCc3ccccc32)c1 (stereo not given),-0.2%,2%,-1%,0,7%,14,-1%,-14%,4%,5%,5%
Cc1ccccc1OCC(=O)OCC(=O)NC1CC1,-0.2%,17%,4%,·,·,3,0%,0%,·,·,3%
COc1ccc(C2=CSC3=NCCN23)cc1OC,0.4%,20%,0%,1,12%,3,-16%,-7%,-1%,-1%,3%
CCCCCCNC(=O)CC(c1ccccc1)c1cc(Br)ccc1O (stereo not given),-0.8%,-37%,-7%,-9,35%[activator],-2,-7%,?,-12%,-3%,-4%
CCOC(=O)c1oc2c(c1C)C(=O)CCC2,-1.0%,25%,2%,3,1%,6,-1%,-4%,-12%,1%,-5%
COCCn1c(=O)[nH]c2cc(C(=O)Nc3ccc(OC)c(Cl)c3)ccc2c1=O,-0.1%,?,8%,-2,?,30[activator],-3%,15%,2%,-2%,3%
CCCNC(=O)c1ccc2c(c1)nc(C)n2-c1cccc(Cl)c1,0.0%,?,-5%,-1,?,13,-1%,?,·,-1%,-4%
O=C(Oc1ccc(Br)cc1C(=S)N1CCOCC1)c1ccc(F)cc1,-0.1%,?,-7%,·,·,-4,-6%,-8%,-11%,1%,-17%
CC(C[N+](C)(C)C)OC(N)=O (stereo not given),-0.4%,·,2%,3&0,1%&6%&9%&7%,7,-1%,-29%,-2%,-1%,-1%
NS(=O)(=O)c1ccc(CNC(=O)c2ccc(C(=O)c3ccccc3)cc2)cc1,-0.5%,15%,-2%,·,·,9,-1%,-6%,·,·,-1%
O=C(Nc1cccc(-c2cnc3ccccc3n2)c1)c1ccco1,0.3%,-16%,-10%,2,?,7,-5%,?,-22%,1%,-14%
CNC(=O)CSc1nc2c([nH]c3ccccc32)c(=O)n1CCOC,-0.2%,-2%,3%,1,4%,-18,-3%,?,-2%,-1%,-2%
COCc1nnc(NS(=O)(=O)c2ccccc2)s1,0.0%,-5%,2%,-2,-14%,2,-7%,-1%,-5%,1%,-1%
COc1ccccc1C(=O)Nn1c(C2CCC2)nc2ccccc2c1=O,0.4%,14%[7.66 µM],-1%,-2,19%,-1,-9%,1%,-7%,1%,-6%
CCOC(=O)N1CCC(NC(=O)CCC(=O)N2CC(C)Oc3ccccc32)CC1 (stereo not given),0.2%,-6%,4%,4,-1%,7,-12%,-1%,-3%,-1%,-5%
O=C(O)c1ccccc1S,-0.2%,·,·,3,-1%,·,·,10%,2%,·,1%
CC(C)CNC(=O)COC(=O)c1cccc(S(=O)(=O)NCC(F)(F)F)c1,-0.2%,12%,-1%,0,·,2,-1%,1%,0%,-1%,3%
O=C(CCCCCn1c(=O)[nH]c2ccccc2c1=O)N1CCN(Cc2ccc3c(c2)OCO3)CC1,-0.8%,9%,3%,0,-7%,-4,-5%,-14%,-4%,1%,4%
CC1CCCN(C(=O)C(=O)c2cn(CC(=O)N3CCCCCC3)c3ccccc23)C1 (stereo not given),-1.1%,-27%,-3%,·,·,27,-4%,0%,-11%,-2%,1%
Cc1ccc(-n2c(SCC(=O)NC3CCS(=O)(=O)C3)nc3ccccc3c2=O)cc1C (stereo not given),0.2%,1%,-1%,·,·,-1,-2%,-27%,·,·,-3%
CCc1ccc(OCc2nnc(SCC(=O)N3CCN(c4ccccc4)CC3)o2)cc1,-0.2%,-20%,1%,3,0%,4,-4%,1%,16%,0%,1%
CCN(c1ccccc1)S(=O)(=O)c1ccc(C(=O)Nc2ccc(C)cn2)cc1,-3.4%,0%,-2%,·,·,5,0%,?,·,·,0%
O=C(CN(Cc1ccccc1)C(=O)c1ccc2c(c1)OCCO2)NCc1ccc2c(c1)OCO2,-0.3%,6%,-3%,4,1%,7,-3%,-2%,6%,0%,-4%
O=C(O)CCn1cc(/C=C/C(=O)c2ccc(Cl)cc2)c(-c2ccc(Br)cc2)n1,-0.5%,-52%[inhibitor],-2%,11,24%,-3,-5%,?,10%,-3%,0%
O=C(O)/C=C/c1ccc(S(=O)(=O)Nc2ccc(OCc3ccccc3)cc2)cc1,-0.1%,?,4%,24,·,-12,-7%,-4%,8%,-2%,4%

# Compound activity: PubChem BioAssay, National Center for Advancing Translational Sciences (NCATS)
